# Assay outcomes (PubChem BioAssay)
# TAAR1 antag: human TAAR1 antagonism; Q96RJ0; CHO RD-HGA16 TAAR1, Fluo-8 calcium fluorescence, antagonist; inhibition, % at 3 µM; hit rate 1.5% among 360,000; AID 624466;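 active = inhibition above a per-plate cutoff, the mean inhibition of test compounds on that plate plus 3 SD, cut at about 49% in these data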;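 note: 0% = DMSO plus EC80 beta-PEA response and 100% = DMSO alone without agonist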
# Target sequence (Q96RJ0 whole entry, looked up): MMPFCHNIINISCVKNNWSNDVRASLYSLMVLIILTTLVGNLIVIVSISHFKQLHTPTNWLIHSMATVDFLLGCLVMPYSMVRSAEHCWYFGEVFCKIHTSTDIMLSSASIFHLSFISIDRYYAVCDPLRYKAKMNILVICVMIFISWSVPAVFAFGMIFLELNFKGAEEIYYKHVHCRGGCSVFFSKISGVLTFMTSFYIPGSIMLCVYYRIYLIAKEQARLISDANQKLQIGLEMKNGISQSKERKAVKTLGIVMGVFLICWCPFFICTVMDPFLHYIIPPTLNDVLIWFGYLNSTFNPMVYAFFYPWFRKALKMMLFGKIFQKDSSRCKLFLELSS
#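 Test system: RD-HGA16 CHO cells with stable hTAAR1 and Gα16 / Probe or stimulus: EC80 β-phenethylamine stimulus / Times: seeding 17-24 h prior, 75-min 37 °C, 30-min RT dye loading / Detection: Fluo-8 calcium-sensitive fluorescence / Read-out basis: % inhibition scaled between DMSO and EC80 PEA controls / Repeats: singlicate, one well per test compound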
# TAAR1 ag: human TAAR1 agonism; hit rate 0.99% among 360,000; Q96RJ0; activation, % at 3 µM; CHO RD-HGA16 TAAR1, Fluo-8 calcium fluorescence; vehicle wells 0%, saturating PEA agonist 100%;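 active = activation above the mean activation of all test compounds in the run plus 3 SD, cut at about 38% in these data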
#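 Test system: RD-HGA16 (CHO) cells co-expressing Gα16 and hTAAR1; dosing: one-point dosing at 3 µM (nominal); timing: 17-24 h seeding, 75 min 37 °C dye, 30 min RT; signal: kinetic Fluo-8 calcium fluorescence; read-out basis: % activation relative to PEA EC100 response; controls: DMSO and PEA EC100; replicates: n 1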
# M5 ag: CHRM5 agonism in calcium assay | CHO-K1 hM5 cells, Fluo-8 calcium fluorescence; 0% DMSO wells, 100% maximal acetylcholine response | activation, % at 3 µM | hit rate 0.19% among 360,000 | AID 624037;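 active = activation above the run's mean over test compounds plus 3 SD, cut at about 23% in these data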;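 note: signal is peak over basal fluorescence ratio across the kinetic read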
# Target sequence (P08912 whole entry, looked up): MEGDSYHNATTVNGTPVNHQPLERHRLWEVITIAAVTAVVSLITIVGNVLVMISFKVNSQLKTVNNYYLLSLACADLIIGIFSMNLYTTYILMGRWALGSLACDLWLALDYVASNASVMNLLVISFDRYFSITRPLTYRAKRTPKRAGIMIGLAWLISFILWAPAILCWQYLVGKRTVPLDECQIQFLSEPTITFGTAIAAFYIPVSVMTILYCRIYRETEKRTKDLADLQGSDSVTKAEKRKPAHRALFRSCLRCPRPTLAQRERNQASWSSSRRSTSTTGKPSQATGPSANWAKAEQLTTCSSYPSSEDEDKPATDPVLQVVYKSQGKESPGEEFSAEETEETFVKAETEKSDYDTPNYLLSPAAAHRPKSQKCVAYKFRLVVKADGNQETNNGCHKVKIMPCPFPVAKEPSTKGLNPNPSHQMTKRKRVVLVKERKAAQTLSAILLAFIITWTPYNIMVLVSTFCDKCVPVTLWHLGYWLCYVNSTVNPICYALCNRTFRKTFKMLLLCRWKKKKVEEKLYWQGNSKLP
# CRFR2-BP antag: antagonists of CRF-binding protein/CRF-R2 receptor complex; HEK293 CRF-R2/CRF-BP, CRF-induced calcium fluorescence; inhibition, % at 11.8 µM; hit rate 0.59% among 350,000; AID 588475;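 active = inhibition of the ligand-induced calcium signal above about 50% at the single tested concentration, limit read from the data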
# M1 PAM parental: nonselective activator or artifact in parental CHO-K1 calcium assay; ATP EC20, Fluo-8 calcium fluorescence; 0% at ATP EC20, 100% at ATP max; activation, % at 3 µM; hit rate 0.02% among 360,000; AID 602247;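 active = activation above the run cutoff, the mean activation of all test compounds plus 3 SD, cut at about 40% in these data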;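 note: peak over basal fluorescence ratio in a 140 s read after ATP addition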
# M5 antag: CHRM5 antagonism in calcium assay; AID 624040; inhibition, % at 3 µM; P08912; hit rate 0.59% among 360,000; CHO-hM5 cells, Fluo-8 calcium fluorescence, ACh EC80;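 active = inhibition above a per-plate cutoff, the mean of that plate's test compounds plus 3 SD, cut at about 27% in these data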;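 note: 0% = acetylcholine EC80 with DMSO and 100% = DMSO without agonist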
# M4 PAM: CHRM4 positive allosteric modulation; CHO-K1 hM4/Gqi5, Fluo-8 calcium fluorescence, ACh EC20; 0% = ACh EC20, 100% = maximal ACh; activation, % at 3 µM; hit rate 0.4% among 360,000;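 active = activation above its plate's cutoff, the mean activation of sample wells plus 3 SD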; note: some results filed as inactive read as strong as hits
# M5 PAM: positive allosteric modulators of human muscarinic M5 receptor; P08912; CHO-K1 hM5, Fluo-8 calcium, ACh EC20 PAM; 0% = ACh EC20, 100% = ACh EC100; activation, % at 3 µM; hit rate 0.3% among 360,000;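 active = activation above the run cutoff, the mean activation of all test compounds plus 3 SD, cut at about 18% in these data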
#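 Replicates: One well per compound, no replicates | System: Human M5 receptor in CHO-K1 cells | Benchmarks: Low control EC20 acetylcholine (0%), high control EC100 acetylcholine (100%) | Probe or stimulus: Acetylcholine, EC20 level | Times: Fluo-8 loading 80 min at 37 °C plus 30 min room temperature | Signal: Intracellular calcium via Fluo-8 fluorescence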
# CRFR2-BP ag: agonists of human CRF-binding protein/CRF-R2 receptor complex | activation, % at 13.2 µM | AID 588473 | hit rate 0.46% among 350,000 | HEK293 CRF-R2/CRF-BP, calcium dye fluorescence (FLIPR); percent of saturating CRF peptide response;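 active = activation of at least 50%, plus an integration ratio under a set limit after plate pattern correction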;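 note: plate controls were neutral control wells without compound for no effect and CRF at EC100 for full effect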
# An asterisk follows results filed as active; · = not tested or not shown.
item	Molecule	M5 PAM	TAAR1 antag	M5 ag	M5 antag	M1 PAM parental	M4 PAM	CRFR2-BP ag	CRFR2-BP antag	TAAR1 ag
1	Cc1ccc(S(=O)(=O)N2CCN(C(=O)c3cccc(F)c3)CC2)cc1	7	-1	9	3	9	-3	-1.1	0	2
2	Cn1cc(CN2CC3C[C@@H]4CC2C[C@H](C3)C4)c(-c2ccc3c(c2)OCCO3)n1	8	-3	-12	9	8	-2	1.8	3	2
3	CCOCCn1c(CN(C)Cc2ccccc2)nc2c1c(=O)n(C)c(=O)n2C	-3	-9	2	3	14	1	-4.4	-15	2
4	CC(C)(CNC(=O)c1ccc(-c2cccc(C(F)(F)F)c2)o1)N1CCOCC1	7	-36	-5	-1	23	1	-5.0	-3	-1
5	CCC(C)NC(=O)Cn1cc(S(=O)(=O)N2CCCC2)c(S(=O)(=O)N2CCCC2)c1 (stereo not given)	1	2	-1	-6	13	-2	3.0	-4	1
6	Cc1ccc(/C=N\NC(=O)Cc2cccn2C)o1	1	-15	-1	9	14	-1	-1.4	14	5
7	COc1ccc(C(=O)N2CCN(S(=O)(=O)N3CCOCC3)CC2)cc1OC	6	13	6	-6	-2	7	0.5	-5	14
8	CCN(CC)CC(=O)NC1CCCc2c1cnn2-c1cc(F)cc(F)c1 (stereo not given)	2	-16	-3	4	11	1	-1.4	-3	0
9	CCN(CC)C(=O)CN(c1cc2c(cc1OC)oc1ccccc12)S(=O)(=O)c1ccc(C)cc1	-13	-27	-6	-10	14	-3	6.3	-36	0
10	COc1ccc(C)cc1NC(=O)CSc1nnc(COc2ccc(C)cc2)n1Cc1ccco1	-9	16	-7	-8	-8	4	1.0	-3	6
11	O=C(NCC(=O)N(CC1CCCO1)C1(C(=O)NC2CCCCC2)CCCCC1)c1ccccc1 (stereo not given)	-4	3	-1	-4	7	2	0.1	-3	0
12	O=C(OCc1ccccc1)c1ccc(Br)o1	1	1	0	-3	17	5	-2.6	29	-6
13	COc1ccc(NS(=O)(=O)c2cccc(C(=O)N/N=C/c3c(F)c(F)c(F)c(F)c3F)c2)cc1	-4	-22	1	18	-13	-2	-0.8	-4	11
14	O=C(COC(=O)c1cccnc1Cl)c1ccc(F)cc1	-11	9	1	13	6	-2	-5.3	-6	1
15	CCCOc1cc(NCc2ccccc2)c2ncn(C(C)C)c2c1	16	-1	14	5	14	24*	-1.8	-55	61*
16	COc1ccc(-c2cnc3nc[nH]c(=O)c3n2)cc1	8	-2	-4	-4	29	17	-0.2	12	5
17	COC(=O)c1cc(-c2cc(OC)ccc2OC)nc2c1c(=O)n(C)c(=O)n2Cc1ccccc1	-4	5	-1	12	7	0	5.0	-19	-1
18	CCC(C(=O)c1ccccc1)P(=O)(NN)c1ccccc1 (stereo not given)	8	-31	-2	-10	13	6	-0.4	6	-1
19	N#Cc1ccccc1S(=O)(=O)N1CCN(C(=O)CN2CCCC2c2cccs2)CC1 (stereo not given)	-1	12	-4	0	-7	-3	-0.3	7	-2
20	COc1cc(C=NNC(=O)c2ccccc2-n2cccc2)ccc1O	5	19	-2	-2	-15	14	-0.1	1	2
21	CC(C)(C)c1cc(OS(C)(=O)=O)ccc1O	6	-2	2	4	6	-3	-4.0	-55	5
22	Cc1cccc(N2CCN(C(=O)C3CCN(S(=O)(=O)c4cccc5nsnc45)CC3)CC2C)c1 (stereo not given)	-52	60*	-1	0	13	-13	-2.4	0	21
23	CCOc1ccccc1C(=O)NCC(=O)NCCc1ccc(S(N)(=O)=O)cc1	-1	-18	-1	6	9	0	1.1	-6	1
24	CC(=O)Nc1ccc(OCC(=O)N2CCc3ccccc3C2)cc1	-2	15	-1	9	16	-6	0.5	0	-3
25	CCC1Nc2ncnc(N3CCN(c4ccccc4)CC3)c2N(Cc2ccc(Cl)cc2)C1=O (stereo not given)	-1	17	-3	9	13	7	0.3	-13	10
26	COc1ccc(C2(O)CCN(CC(=O)Nc3nccs3)CC2)c(OC)c1	-1	-13	1	-3	9	-1	-1.4	-9	11
27	C/C=C/c1cc(OC)c2c(c1)[C@H](C)[C@@H](c1ccc(O)c(OC)c1)O2	3	-5	-1	-1	6	4	-0.5	5	-1
28	C/C(=N\NC(=O)c1ccccc1)c1ccc(-n2ccnc2)cc1	-9	8	-3	8	-14	-5	-1.0	7	5
29	O=C(NC1CCCC1)c1cc2ccccc2o1	3	-8	-3	-2	-16	-1	-2.3	-1	-1
30	CCN(CC)c1ccc(/C=N/Nc2ccccc2)c(O)c1	-6	·	-3	1	6	-3	0.3	22	·
31	Cn1c(Cl)cnc1C(O)(c1ccccc1)c1ccccc1	-5	-7	-5	18	14	-7	-5.4	18	0
32	COc1cccc(-n2c(SCc3ccccn3)nc3c(c2=O)SCC3)c1	7	-88	-2	-13	-2	10	-5.3	15	0
33	CCCCN1CC(=O)N2[C@H]3c4cc(Cl)ccc4OC[C@@H]3[C@H](C(=O)OCC)[C@]2(C)C1=O	5	10	-2	2	14	12	-2.8	-5	7
34	COc1cccc(CNc2ccc([N+](=O)[O-])cc2Cl)c1O	-4	20	-3	10	-13	-11	-1.2	2	3
35	CC(OC(=O)C1=COCCO1)C(=O)NC1CCCC(C)C1C (stereo not given)	4	0	-2	-2	16	8	0.7	6	1
36	CN(C(=O)c1ccc(C#N)cc1)c1nnc(-c2cnccn2)s1	2	-24	0	1	6	-4	-1.3	6	0
37	O=c1[nH]c(COc2ccc(Cl)cc2Br)nc2ccccc12	-2	-14	-3	14	-15	5	1.2	-27	-1
38	NS(=O)(=O)c1ccc(CNC(=O)CSc2ccccc2)cc1	-1	17	0	6	8	4	2.4	-15	3
39	CCC(=O)N1c2ccccc2C(N(C(=O)CC)c2ccccc2)CC1C (stereo not given)	4	-25	-7	9	2	7	-0.2	15	1
40	CC(C)(C)c1ccc(C(=O)C2CC2)cc1	1	-20	1	2	4	8	-2.0	9	1
41	Cc1ccc2nc(N/C(=N/S(=O)(=O)c3cccs3)c3ccccc3Cl)sc2c1	4	-6	-1	1	3	-8	-2.4	19	-1
42	CCCSc1ccc([C@@H]2[C@@H]3C(=O)N(CC)C(=O)[C@@H]3[C@]3(C(=O)OC)CCCCN23)cc1OC	5	7	0	-2	4	8	-0.7	-10	1
43	Cc1ccc(/C(O)=C2\C(=O)C(=O)N(c3cc(C)on3)C2c2cccc(Br)c2)cc1 (stereo not given)	-3	-3	-2	2	12	3	-0.3	8	-2
44	N#Cc1c(-c2ccccc2)cc(-c2cccs2)nc1SCC(=O)O	-6	6	-2	11	-1	-2	-1.9	16	0
45	CCOc1ccccc1C(=S)NC1CCCCC1	1	-1	-6	6	17	1	-1.0	19	4

# Record cards, from the list above. Order of screens: M5 PAM, TAAR1 antag, M5 ag, M5 antag, M1 PAM parental, M4 PAM, CRFR2-BP ag, CRFR2-BP antag, TAAR1 ag
# COc1cc(C=NNC(=O)c2ccccc2-n2cccc2)ccc1O is listed with 5, 19, -2, -2, -15, 14, -0.1, 1, 2
# COc1ccc(C)cc1NC(=O)CSc1nnc(COc2ccc(C)cc2)n1Cc1ccco1 is listed with -9, 16, -7, -8, -8, 4, 1.0, -3, 6
# CCC1Nc2ncnc(N3CCN(c4ccccc4)CC3)c2N(Cc2ccc(Cl)cc2)C1=O (stereo not given) is listed with -1, 17, -3, 9, 13, 7, 0.3, -13, 10

# Later entries:
item	Molecule	M5 PAM	TAAR1 antag	M5 ag	M5 antag	M1 PAM parental	M4 PAM	CRFR2-BP ag	CRFR2-BP antag	TAAR1 ag
46	CC1CCN(S(=O)(=O)c2cc(F)ccc2CN2C(=O)c3cccnc3C2=O)CC1	-3	-1	-6	0	-14	-4	0.6	-13	4
47	Cc1c(NC(=O)Cc2noc3ccccc23)cccc1[N+](=O)[O-]	-1	-19	1	6	-11	-3	-1.1	-9	0
48	Cc1cc(=O)n2cc(-c3ccccc3)nc2[nH]1	3	2	0	-3	15	-2	-1.0	22	7
49	COc1ccc(S(=O)(=O)N2CCOC2CNC(=O)C(=O)NCc2ccc3c(c2)OCO3)cc1 (stereo not given)	-3	-14	-1	4	18	2	-1.9	-2	0
50	NS(=O)(=O)c1ccc(NC(=O)COC(=O)CN2C(=O)C3CC=CCC3C2=O)cc1 (stereo not given)	5	7	4	3	11	0	0.5	6	4
51	Cn1c2c(c(=O)n(C)c1=O)C(c1ccccc1Cl)C(C#N)=C(N)O2 (stereo not given)	7	17	0	-4	-6	2	0.0	-13	3
52	COCCCNC(=O)C[C@H]1C[C@H](C(=O)N2CCOCC2)[C@@]2(CCC3CCCC3)c3[nH]c4cc(-c5ccco5)ccc4c3CCN2C1=O	-4	-24	2	8	14	8	-1.5	3	8
53	CC(Sc1nc(N2CCOCC2)c2c(c1C#N)CC(C)(C)OC2)C(=O)Nc1ccccc1 (stereo not given)	0	8	2	-1	16	-1	0.2	3	2
54	O=C(NCCc1nc2ccccc2[nH]1)/C(=C/c1ccc2c(c1)OCO2)NC(=O)c1ccc(Cl)cc1Cl	-10	26	-1	11	14	0	-0.3	-30	0
55	CC(C)c1nc(NCC2CCCO2)c(C#N)c2c1COC(C)(C)C2 (stereo not given)	-5	-16	-6	11	21	-4	0.6	5	4
56	CCCCn1c(N)c(N(CCOC)C(=O)c2cc(-c3ccc(OC)c(OC)c3)nc3ccccc23)c(=O)[nH]c1=O	4	-20	3	2	-9	16	-0.4	4	1
57	CC(C)(O)CCCC(C)(O)c1ccc(C(=O)O)cc1O (stereo not given)	2	-7	2	5	2	4	2.3	-7	2
58	COC(=O)c1cc2c(C)c(C)c3ccccn3c-2c1C(=O)OC	-8	63*	-2	7	10	8	7.4	3	17
59	CCc1ccc(NC(=O)Cn2ncc3c4ccccc4n(C)c3c2=O)cc1	-3	-18	1	10	14	-3	3.3	3	-1
60	COc1ccccc1OCC(=O)Nc1ccc2c(c1)n(C)c(=O)n2C	7	-17	3	-12	7	4	4.5	1	2
61	COc1ccc(O)c(/C=N/NC(=S)NCCc2ccccc2)c1	2	54*	-4	2	14	-11	4.9	-25	22
62	O=C(Nc1ccccc1N1CCOCC1)C1=COCCO1	-8	-11	-2	5	-2	-5	2.6	10	1
63	COc1ccc(C(=O)COc2ccc(C)cc2NC(C)=O)cc1	4	3	7	1	-17	1	-1.6	11	2
64	Cn1c(=O)[nH]c(=O)c2c1nc(N1CCc3ccccc3C1)n2CCSc1nc2ccccc2s1	-5	4	1	4	24	18	-0.9	-63	8
65	CC(C)CC(OC(=O)c1ccco1)C(=O)NC1CCCCC1 (stereo not given)	-1	15	-3	2	-7	10	-1.7	17	5
66	CCOC(=O)C1=C(c2ccccc2)NC(=S)NC1c1ccc(C)c([N+](=O)[O-])c1 (stereo not given)	5	13	-7	2	10	-1	2.3	-15	1
67	COCCNC(=O)c1onc(CSc2ccccc2C)c1C(=O)O	-3	1	1	7	10	3	2.9	15	8
